NR2E3 ag-1: human photoreceptor-specific nuclear receptor agonism; Q9Y5X4; CHO-S Gal4-NCOR/VP16-NR2E3 two-hybrid, luciferase; inhibition of corepressor binding, % at 3.98 µM; 0.35% of 360,000 active; AID 602229;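 active = inhibition above the mean of all tested compounds plus 3 SD, cut at about 70% in these data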;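 note: 0% = DMSO with NR2E3 transfected cells and 100% = cells lacking NR2E3 construct; higher means lower luciferase signal from less NR2E3 corepressor binding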
Target sequence (Q9Y5X4 whole entry, looked up, the tested form may be a part): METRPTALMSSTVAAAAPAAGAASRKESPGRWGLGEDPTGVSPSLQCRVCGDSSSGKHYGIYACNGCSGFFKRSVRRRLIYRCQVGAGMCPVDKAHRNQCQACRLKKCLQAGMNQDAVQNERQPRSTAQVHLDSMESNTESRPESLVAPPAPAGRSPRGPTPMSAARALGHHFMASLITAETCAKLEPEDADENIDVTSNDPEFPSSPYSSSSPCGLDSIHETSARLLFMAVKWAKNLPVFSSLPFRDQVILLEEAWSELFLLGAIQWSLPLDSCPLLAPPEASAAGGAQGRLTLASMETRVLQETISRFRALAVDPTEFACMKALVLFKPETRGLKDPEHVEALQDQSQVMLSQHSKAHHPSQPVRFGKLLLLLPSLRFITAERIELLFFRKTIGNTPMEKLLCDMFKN
KKLEB tox: CF airway cell cytotoxicity counter-screen; KKLEB CF airway cells viability, ATPlite luminescence, overnight; stronger effect = lower value; cells stimulated with P. aeruginosa culture filtrate; activity change (cytotoxicity), % at 5 µM; 0.36% of 360,000 active; AID 602141;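 active = corrected activity change at or below -50% at 5 µM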
C8 TRAIL sens: caspase-8 TRAIL sensitization; NB7+C8 cells + TRAIL, ATPlite viability luminescence; inhibition (viability loss, TRAIL sensitization), % at 10 µM; 1% of 360,000 active; AID 624354;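 active = compounds causing at least 50% loss of cell viability in the single-dose screen, relative to plate controls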
Shn3 3UTR inh: Schnurri-3 reporter inhibition in Clone20 osteoblasts; Clone20 osteoblast Shn3 3'UTR firefly luciferase, 24 h; inhibition, % at 12.5 µM; 0.52% of 360,000 active;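 active = mean inhibition of at least 75% with every replicate also reaching 75%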;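 note: 0% = median of neutral control wells and 100% = pilot-screen positive control compound; some compounds past the cut are filed as inactive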
CF NFkB inh: inhibitors of cystic fibrosis induced NF-kB; KKLEB NF-kB-GFP reporter, PAF-induced, GFP fluorescence overnight; inhibition, % at 5 µM; 0.86% of 360,000 active; AID 588850;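 active = at least 50% inhibition at 5 µM, scaled per plate between neutral and stimulator controls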;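 note: PAF is a Pseudomonas aeruginosa culture filtrate used as stimulus; plate controls were PAF-stimulated DMSO wells for no effect and unstimulated DMSO wells for full effect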
NR2E3 ag-2: agonists of human nuclear receptor NR2E3; inhibition of corepressor binding, % at 4.78 µM; AID 2300; 0.12% of 320,000 active; Q9Y5X4; GST-NR2E3/biotin-RetCOR TR-FRET, 1536-well;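 active = percent inhibition above the cutoff of mean plus 3 SD of all tested compounds, set per screening campaign, cut at about 20% in these data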;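 note: 0% = DMSO wells and 100% = biotin wells as full block of FRET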
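Material: NR2E3–RetCOR corepressor complex | Quantity: 1.35 nM GST-tagged NR2E3 final | Schedule: 5 h at 4 °C | Replication: Singlicate compound wells | Reagent: RetCOR corepressor, biotinylated, 7 nM | Controls: Biotin wells as high control, 0.6% DMSO wells as low control | Signal: TR-FRET, Eu(K)-anti-GST donor, streptavidin-D2 acceptor, ex 340, em 617/671 nm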
TRPM1 prom inh: inhibitors of MITF-driven TRPM1 promoter in melanoma cells | SK-MEL-5 TRPM1 promoter luciferase, 24 h | inhibition, % at 12.5 µM | 0.83% of 330,000 active | AID 488899;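 active = mean inhibition across replicates of 60% or more, whatever share of single replicates reaches that level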; note: values of inactives mirror those of a sister screen read the other way
hiPSC survival: hiPSC single-cell survival enhancement. ATPlite luminescence; 100% = ROCK inhibitor wells, 0% = DMSO. survival enhancement, % at 20 µM. 0.044% of 360,000 active. AID 602274; in the data active = survival enhancement above about 18%;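 note: cells exposed to compounds for 16 hours before the ATP read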
HIF-2a inh: blocks HIF-2a reporter activity. 786-0 RCC cells HIF-2a reporter, luciferase luminescence, overnight. 0.72% of 360,000 active. AID 624352. inhibition, % at 18.8 µM;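 active = inhibition of the luminescence signal of 40% or more relative to plate controls, in a single-dose primary screen at 18.75 µM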
LMP1 NFkB inh: Epstein-Barr LMP1 NF-kappaB reporter inhibition; LMP1-induced NF-kappaB luciferase reporter cells, luminescence; inhibition, % at 12.5 µM; 0.69% of 350,000 active; in the data active = inhibition above about 41%;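 note: 0% = neutral control wells and 100% = reference inhibitor control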
Peg3 prom inh: Peg3 promoter activity inhibition. inhibition, % at 20 µM. 1.7% of 360,000 active. HeLa PEG-Prom luciferase reporter, luminescence, overnight;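 active = inhibition of at least 50% at 20 µM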
* marks the source's active call; other numbers are inactive results; x = no result given.

SMILES	NR2E3 ag-1	KKLEB tox	C8 TRAIL sens	Shn3 3UTR inh	CF NFkB inh	NR2E3 ag-2	TRPM1 prom inh	hiPSC survival	HIF-2a inh	LMP1 NFkB inh	Peg3 prom inh
CCN1CCN(CCNC(=O)c2ccc(CS(=O)c3ccc(Br)cc3)o2)CC1 (configuration not stated)	-6	16	-4	13	-20	1	2	-0.3	5	-14	-5
C/C(CCc1ccccc1)=N\NC(=O)c1ccccc1[N+](=O)[O-]	2	1	-3	-20	9	1	9	-0.6	14	9	4
COc1ccc([C@H]2CC(=O)C=C(c3ccc(C)c([N+](=O)[O-])c3)C2)cc1	-4	-4	-2	-22	11	1	-46	1.0	-219	-8	-165
C[n+]1nc(Nc2ccccc2)sc1-c1ccc(O)cc1	27	-2	2	-15	-30	6	-3	3.6	13	-4	2
O=C1c2ccccc2C(O)N1c1cccnc1 (configuration not stated)	-14	4	-20	-15	4	1	-10	0.9	9	-6	-7
COc1ccccc1CC(=O)Nc1cc(C)ccn1	-31	2	-19	-48	-5	x	-6	0.5	-212	-22	-74
O=C(Nc1cccnc1)c1cc(-c2ccc(Cl)cc2Cl)on1	-16	-36	41	-52	-9	7	-10	-0.4	-244	2	-165
Oc1ccc(/C=N/NC(=S)NCc2ccco2)cc1	-18	7	0	-5	-22	-1	-13	2.7	-11	2	-28
O=C(CCC(=O)N1CCCC1)N1CCCC1	-1	16	-3	8	-10	-1	1	0.2	3	-1	25
O=C(Cn1cnc([N+](=O)[O-])n1)N/N=C/c1ccccc1O	-1	-1	7	58	9	-3	12	0.9	4	-4	10
COc1ccc(S(=O)(=O)N(C)C[C@@H]2Oc3ccc(NC(=O)Nc4c(C)noc4C)cc3C(=O)N([C@H](C)CO)C[C@@H]2C)cc1	2	-4	-11	-3	16	x	-1	-1.3	-7	-5	-1
c1ccc2c(CSc3nnc(-c4ccncc4)o3)cccc2c1	9	-10	19	3	15	-3	-6	-0.5	-36	-4	-9
CC(=O)NC12CC3CC(C1)CC(C(=O)N1CCN(S(=O)(=O)c4cccs4)CC1)(C3)C2	23	-2	9	-53	-25	2	11	-2.1	10	0	13
CCOC(=O)N1CCN(c2nc(-c3ccc(OC)cc3)no2)CC1	-23	14	5	1	8	-1	-34	-1.1	-205	6	-141
C=CCCC(=O)Nc1ccc(COC(=O)N2CCOCC2)cc1	-2	2	0	-3	12	1	-4	-0.1	10	7	5
COc1ccc(C(=O)N/C(=C\c2cn(C)c3ccccc23)C(=O)NCCN2CCOCC2)cc1OC	12	6	2	-5	-14	-4	6	-0.2	8	5	-3
CC(C)N(C(=O)COC(=O)c1ccccc1C(=O)c1ccc(Cl)c([N+](=O)[O-])c1)C(C)C	-22	-1	4	-2	41	-2	45	9.7	19	-6	74*
O=c1oc(C2(O)CCCCC2)cc2ccc(Br)cc12	-17	1	-15	-36	6	10	-5	-2.5	-40	-6	-35
COC(=O)c1cccc(N(C(=O)c2cnccn2)C(C(=O)NCc2ccccc2)c2ccco2)c1 (configuration not stated)	2	7	-4	6	12	2	-1	2.0	12	3	14
COc1ccc(N2CCN(C(=O)COC(=O)c3cccc(S(=O)(=O)Nc4cccc(C)c4)c3)CC2)cc1	21	9	5	32	-12	2	40	1.5	21	12	1
Cc1ccccc1-n1cc(CNC(=O)CC2C(=O)NCCN2C/C=C/c2ccccc2)cn1 (configuration not stated)	7	-13	-9	3	3	4	6	-0.5	7	-6	3
CN(c1ccccc1)S(=O)(=O)c1ccc2[nH]c(=O)oc2c1	17	12	16	-13	-26	-1	2	0.3	8	-3	2
CC1CCN(CCOc2ccc(C(=O)c3ccccc3)cc2)CC1	32	-1	5	14	-16	-2	3	-0.5	5	80*	9
CCOc1ccc(NC(=O)CSC2=NCCN2)cc1	14	3	-2	8	10	1	-10	4.3	11	-11	-3
CC(=O)Nc1cc(-c2cccc(CO)c2)cn2c(-c3ccc(F)cc3)cnc12	5	2	-11	-2	-13	x	x	5.3	14	x	-11
O=C1OC(Nc2ccccn2)c2ccccc21 (configuration not stated)	-12	6	-9	-6	-3	2	13	0.4	11	0	-1
Nc1c2c(nc3ccccc13)CSCC2	-11	-15	3	-23	-1	-2	-8	-0.7	19	-1	1
O=C(CNC(=O)c1ccc(OC(F)F)cc1)Nc1cccc(S(=O)(=O)N2CCCC2)c1	7	-8	-12	9	2	-4	1	0.6	7	-1	19
Nc1ccc(O)c(-c2nc3ccccc3s2)c1	-76	1	11	-48	-19	0	1	-3.2	-99	-16	-107
Cc1cc(=O)n2nc(N3CCCC3C(=O)Nc3cccc(F)c3)sc2n1 (configuration not stated)	-35	-1	1	0	22	3	9	-1.0	11	-41	7

Reprinted from the part before: 4 compounds, followed by the next part.
SMILES	NR2E3 ag-1	KKLEB tox	C8 TRAIL sens	Shn3 3UTR inh	CF NFkB inh	NR2E3 ag-2	TRPM1 prom inh	hiPSC survival	HIF-2a inh	LMP1 NFkB inh	Peg3 prom inh
Nc1c2c(nc3ccccc13)CSCC2	-11	-15	3	-23	-1	-2	-8	-0.7	19	-1	1
O=C(CNC(=O)c1ccc(OC(F)F)cc1)Nc1cccc(S(=O)(=O)N2CCCC2)c1	7	-8	-12	9	2	-4	1	0.6	7	-1	19
Nc1ccc(O)c(-c2nc3ccccc3s2)c1	-76	1	11	-48	-19	0	1	-3.2	-99	-16	-107
Cc1cc(=O)n2nc(N3CCCC3C(=O)Nc3cccc(F)c3)sc2n1 (configuration not stated)	-35	-1	1	0	22	3	9	-1.0	11	-41	7
COc1cc(/C=C2\SC(=S)N(Nc3ncc(C(F)(F)F)cc3Cl)C2=O)ccc1O	-14	-1	8	-4	-34	-2	3	3.1	-102	8	-60
O=C(N/N=C\c1cccnc1)c1ccccc1O	-42	8	31	-45	5	1	-35	-0.2	-92	3	-34
Cc1cccc(NC(=O)c2ccc(COc3cccc4ccccc34)o2)n1	1	-3	-7	3	6	-1	4	-1.0	-24	-3	-5
CCOC(=O)c1c(NC(=O)CSc2ncn[nH]2)sc(C(C)=O)c1C	-13	20	6	5	-22	1	4	-0.2	9	-5	12
COCCc1ccc(OC2(C)CCN(Cc3ccc(OC)c4ccccc34)C2)cc1 (configuration not stated)	-18	6	18	1	-19	x	x	-2.3	3	x	21
COc1cc(/C=C(\C#N)C(=O)Nc2ccc3ccccc3c2)c([N+](=O)[O-])cc1OC	-2	-30	-1	-3	27	0	3	-1.3	17	3	18
COc1cccc(OC)c1C(=O)Nc1ccccc1NC(=O)c1c(OC)cccc1OC	-18	13	8	-4	12	-3	-1	-0.5	11	-5	0
COc1ccc(NC(=O)CC2SC(N3CCOCC3)=NC2=O)c(OC)c1 (configuration not stated)	-15	-22	0	-20	12	5	-5	-0.3	13	6	-19
O=C(Nc1ccc(OC(F)(F)C(F)F)c(NC(=O)c2cccc(F)c2)c1)c1cccc(F)c1	-20	-7	3	-1	12	-6	-24	-0.6	-98	7	-55
O=[N+]([O-])c1ccc(O)c(/C=N\N=C2c3ccccc3-c3ccccc32)c1	-15	-51*	40	5	48	-2	22	1.8	-34	15	22
Cc1cccc(NC(=O)CSCC(=O)OCc2ccccn2)c1	-10	2	9	-8	15	-5	-5	0.0	2	-1	-7
COc1cccc(C(=O)Nn2c(C)nnc2-n2nc(C)cc2C)c1	-1	0	8	-5	6	-1	7	-2.4	15	-6	5
CCNc1c2c(nc3ccccc13)CC(C)(C)CC2=O	7	-2	-2	-14	-12	1	-2	-2.8	16	7	38
Cc1ccc(NC(=O)c2ccc3nsnc3c2)c(Cl)c1	-155	-5	58*	-5	4	-6	-43	-0.7	-264	8	-257
CCN(CC(=O)Nc1c(F)cccc1F)C(=O)Cc1c(C)nc2ccccc2c1C	29	16	4	16	5	5	7	-0.6	1	1	-11
CC1(C)CC(=O)C2=C(C1)OC(N)=C(C#N)C2C1CC=CCC1 (configuration not stated)	-3	-10	7	-6	12	0	9	-0.3	4	0	13
CCOC(=O)CSc1nnc(CSc2nc(C)cc(C)n2)n1Cc1ccco1	-14	5	-10	-1	-16	1	3	4.3	19	-2	11
O=C(Cn1c(=O)sc2ccccc21)NCCOc1ccccc1F	4	-2	-20	3	-5	1	-3	-1.7	3	-8	-1
COc1ccc(C)cc1NC(=O)C1CCN(S(=O)(=O)c2cccc3nonc23)CC1	-19	1	-6	-40	-7	3	2	-0.5	-1	-6	7
CC(Sc1ccccc1)C(=O)Nc1ccc(N2CCOCC2)cc1 (configuration not stated)	-12	1	-5	-15	-15	-1	-11	-0.8	-39	-12	-19
CC(C)c1ccc(N(C(=O)CNC(=O)c2ccco2)C(C(=O)NC2CCCC2)c2ccncc2)cc1 (configuration not stated)	-33	-26	-6	8	-9	1	1	-0.2	-24	1	-17
CCN(CC(=O)Nc1cc(Cl)ccc1C)C(=O)c1cc(S(=O)(=O)N2CCCCCC2)ccc1OC	-25	-6	23	-11	1	-3	12	-0.1	19	2	11
COc1cc(C2SCC(=O)N2CCCN(C)C)cc(OC)c1OC (configuration not stated)	1	0	-8	-4	-1	1	-8	2.8	11	-1	5
COc1ccc(C)cc1Nc1cc(C)nc2ncnn12	-7	6	-4	8	-29	0	12	0.7	-4	-6	-18
CCc1cccc(NC(=O)c2cc(S(=O)(=O)N(C)C)ccc2N2CCCC2)c1	-35	-8	12	30	1	2	14	0.7	14	-3	22
COc1ccc(-c2nc3ccccc3nc2-c2ccc(OC)c(OC)c2)cc1OC	-29	-6	-1	17	6	-3	-5	-0.4	17	4	19
Cc1ccc(Nc2nc3ccccc3n3nnnc23)cc1	-81	9	12	-61	-12	1	-26	1.9	-136	-20	-65
O=C(Nc1cccc(Cl)c1)c1cnn2cccnc12	-98	5	9	-127	-1	2	-78	-3.2	-362	3	-238
Cc1cccc(NC(=O)C[n+]2cccc(C)c2)c1	-9	-5	-14	10	-13	2	2	1.6	6	3	4
Cc1noc(C)c1COc1ccc(C(=O)OCC(=O)Nc2cccc(S(=O)(=O)N3CCOCC3)c2)cc1	5	-11	-4	-13	-4	-3	-9	0.1	22	-3	7
COCCN(C(=O)CCC(=O)Nc1nccs1)C(C(=O)NC(C)(C)C)c1ccc(F)cc1 (configuration not stated)	-6	4	-16	1	-10	1	-5	-0.4	2	6	5
N#C/C(=C\c1ccc(O)c(Br)c1)C(=O)NCc1ccccc1	-43	-8	-1	-12	5	2	2	1.5	12	-8	3
O=C(NCC(=O)N1CCN(C(=O)c2ccco2)CC1)c1cccc(Cl)c1	-4	6	-4	-9	-12	-2	2	2.8	0	-5	-3
COc1ccc(-c2ocnc2C(=O)NCc2nn(-c3ccccc3)nc2C)cc1	56	-5	5	26	12	2	20	-0.1	-30	23	10

Screening results: PubChem BioAssay, several laboratories

Some of the compounds tested, so the mix of outcomes need not match the whole.
